Screening data (PubChem)
Vif inh: blocks HIV Vif function; HEK293T cells, Vif self-association by quenched fluorescence, imaging, 24 h; inhibition, % at 7.49 µM; hit rate 0.35% among 340,000; AID 602346; in the data active means inhibition above about 50%, passing the limit was not always enough; inconclusive means no clear call, values can overlap the other calls; inactive means below about 31%; further: some results filed as inactive read as strong as hits
MITF TRPM1 inh: reduces MITF-dependent TRPM1 promoter luciferase signal; inhibition, % at 12.5 µM; SK-MEL-5 TRPM1 promoter luciferase, 24 h; hit rate 0.83% among 330,000;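 active means mean inhibition across replicates of 60% or more, whatever share of single replicates reaches that level; inconclusive means some that reach 60%, reason not given; inactive means mean inhibition across replicates below 60%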; further: values of inactives mirror those of a sister screen read the other way
NR2E3 ag-1: NR2E3 (human) agonism; AID 2300; inhibition of corepressor binding, % at 4.78 µM; Q9Y5X4; GST-NR2E3/biotin-RetCOR TR-FRET, 1536-well; hit rate 0.12% among 320,000;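 active means percent inhibition above the cutoff of mean plus 3 SD of all tested compounds, set per screening campaign, cut at about 20% in these data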;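 further: 0% = DMSO wells and 100% = biotin wells as full block of FRET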
Target sequence (Q9Y5X4 whole entry, looked up): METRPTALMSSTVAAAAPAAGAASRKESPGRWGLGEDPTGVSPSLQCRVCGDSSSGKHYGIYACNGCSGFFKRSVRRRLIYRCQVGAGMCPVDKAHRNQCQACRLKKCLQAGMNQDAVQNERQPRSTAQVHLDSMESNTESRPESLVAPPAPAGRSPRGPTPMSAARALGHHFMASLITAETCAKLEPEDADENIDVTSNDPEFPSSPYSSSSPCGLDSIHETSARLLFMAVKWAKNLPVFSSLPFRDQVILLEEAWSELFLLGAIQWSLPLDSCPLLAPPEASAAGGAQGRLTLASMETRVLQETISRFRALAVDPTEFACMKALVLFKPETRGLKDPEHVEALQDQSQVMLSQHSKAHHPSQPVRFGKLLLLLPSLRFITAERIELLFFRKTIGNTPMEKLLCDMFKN
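Test system: GST-NR2E3 and biotin-RetCOR proteins | Quantity: 1.35 nM GST-tagged NR2E3 final | Medium: Tris pH 7.5 | Also added: 7 nM biotin-RetCOR | Dosing: Compound at 4.8 µM, single dose | Timing: 5 h at 4 °C | Detection: Time-resolved FRET | Read-out basis: Percent inhibition | Benchmarks: Biotin wells as high control, 0.6% DMSO wells as low control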
HIF-2a inh: HIF-2a inhibition | 786-0 RCC cells HIF-2a reporter, luciferase luminescence, overnight | hit rate 0.72% among 360,000 | inhibition, % at 18.8 µM | AID 624352;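 active means inhibition of the luminescence signal of 40% or more relative to plate controls, in a single-dose primary screen at 18.75 µM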
Shn3 3UTR inh: inhibitors of Schnurri-3 3'UTR reporter in osteoblasts | Clone20 osteoblast Shn3 3'UTR firefly luciferase, 24 h | inhibition, % at 12.5 µM | hit rate 0.52% among 360,000;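 active means mean inhibition of at least 75% with every replicate also reaching 75%; inconclusive means mean inhibition at least 75% but some replicate below; inactive means mean inhibition below 75%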;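 further: 0% = median of neutral control wells and 100% = pilot-screen positive control compound; some compounds past the cut are filed as inactive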
CaV13 FRET inh: Primary screen for inhibitors of IQ motif and Ca2+-dependent inactivation inhibitor domain binding in CACNA1D, Förster resonance energy transfer in living cells, …. HEK cells, CFP/YFP FRET ICDI-IQ, plate reader, 10 min; percent FRET-ratio fall versus neutral wells. inhibition, % at 12.3 µM. hit rate 0.098% among 340,000;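 active means mean replicate inhibition of at least 30% and at least 1% of replicates passing that level; inconclusive means only one of the two criteria is met; inactive means neither criterion is met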;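 further: 0% = median of the neutral control wells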
PDI inh: inhibitors of human protein disulfide isomerase. inhibition, % at 10 µM. P07237. hit rate 0.052% among 350,000. PDI insulin aggregation turbidity, A650, 90 min. AID 588391;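 active means mean inhibition across replicates of 30% or more, whatever share of single replicates reach that level; inconclusive means mean inhibition below 30% while every single replicate reaches 30%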;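 further: absorbance from insulin aggregation driven by PDI reduction with DTT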
Target sequence (P07237 whole entry, looked up): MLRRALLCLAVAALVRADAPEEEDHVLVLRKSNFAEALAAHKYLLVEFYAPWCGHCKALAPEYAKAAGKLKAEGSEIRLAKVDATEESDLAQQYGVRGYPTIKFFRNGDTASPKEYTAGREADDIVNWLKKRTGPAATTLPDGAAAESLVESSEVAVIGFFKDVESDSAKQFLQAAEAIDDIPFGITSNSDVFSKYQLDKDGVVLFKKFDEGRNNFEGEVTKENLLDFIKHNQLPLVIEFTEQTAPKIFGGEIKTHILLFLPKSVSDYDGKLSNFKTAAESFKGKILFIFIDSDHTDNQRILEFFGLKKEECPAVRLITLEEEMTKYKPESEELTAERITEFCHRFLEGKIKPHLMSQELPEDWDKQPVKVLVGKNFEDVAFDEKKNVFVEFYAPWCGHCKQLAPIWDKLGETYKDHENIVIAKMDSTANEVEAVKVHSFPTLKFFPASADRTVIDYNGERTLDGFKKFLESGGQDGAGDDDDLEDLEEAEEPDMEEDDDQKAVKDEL
KKLEB tox: reduces viability of KKLEB cystic fibrosis airway cells. KKLEB CF airway cells viability, ATPlite luminescence, overnight; hits give low values; cells stimulated with P. aeruginosa culture filtrate. activity change (cytotoxicity), % at 5 µM. hit rate 0.36% among 360,000;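 active means corrected activity change at or below -50% at 5 µM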
NR2E3 ag-2: agonists of human NR2E3 nuclear receptor; hit rate 0.35% among 360,000; AID 602229; Q9Y5X4; inhibition of corepressor binding, % at 3.98 µM; CHO-S Gal4-NCOR/VP16-NR2E3 two-hybrid, luciferase;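 active means inhibition above the mean of all tested compounds plus 3 SD, cut at about 70% in these data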;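 further: 0% = DMSO with NR2E3 transfected cells and 100% = cells lacking NR2E3 construct; higher means lower luciferase signal from less NR2E3 corepressor binding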
Peg3 prom inh: reduces Peg3 promoter-driven luciferase expression in HeLa; HeLa PEG-Prom luciferase reporter, luminescence, overnight; inhibition, % at 20 µM; hit rate 1.7% among 360,000; AID 588405;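 active means inhibition of at least 50% at 20 µM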
CF NFkB inh: blocks PAF-induced NF-kB reporter in cystic fibrosis cells; KKLEB NF-kB-GFP reporter, GFP fluorescence overnight; AID 588850; inhibition, % at 5 µM; hit rate 0.86% among 360,000;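 active means at least 50% inhibition at 5 µM, scaled per plate between neutral and stimulator controls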;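 further: PAF is a Pseudomonas aeruginosa culture filtrate used as stimulus; plate controls were PAF-stimulated DMSO wells for no effect and unstimulated DMSO wells for full effect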
* hit, by the source's call; ? = inconclusive; · = no result given.

SMILES	Vif inh	MITF TRPM1 inh	NR2E3 ag-1	HIF-2a inh	Shn3 3UTR inh	CaV13 FRET inh	PDI inh	KKLEB tox	NR2E3 ag-2	Peg3 prom inh	CF NFkB inh
N/C(=N\N=C\c1cccs1)SC1CC(=O)N(c2cccc([N+](=O)[O-])c2)C1=O (configuration not stated)	-4	2	7	11	5	-4	-3	-7	-20	-2	0
CN(C)S(=O)(=O)c1cccc(NC(=O)CN2C(=O)NC(CCc3ccccc3)C2=O)c1 (configuration not stated)	-11	0	5	7	1	-6	-9	-6	-23	19	-3
COc1ccccc1N1CCN(C2=CC(=O)CCC2)CC1	5	7	-2	-19	6	·	-3	11	-8	-9	-15
CCOc1ccccc1NS(=O)(=O)c1ccc(OC)c(OC)c1	10	2	0	9	12	-4	-1	3	-9	0	10
COc1ccc(NCCc2ccccn2)cc1	-5	-37	-3	-131	-18	-4	0	1	-50	-118	-3
O=C(Nc1ccc(C(=O)N2CCCCC2)cc1)Nc1cccc(Cl)c1	-2	-104	0	-280	-35	-5	11	-17	-66	-208	34
Cc1ccc(C)n1CCN1CCN(C(=O)c2ccc(Cl)cc2)CC1	-3	8	-1	7	29	-5	1	7	12	-9	-8
CCN(C(=O)CCN1C(=O)S/C(=C\c2ccccc2)C1=O)C1CCS(=O)(=O)C1 (configuration not stated)	6	-6	1	-1	11	-7	9	-2	-17	-7	2
CC(=O)c1cccc(NS(=O)(=O)c2ccc(-c3cnc(C4CC4)o3)cc2)c1	-5	36	1	21	85*	-5	-8	-12	101*	47	14
C[C@@H](NC(=O)[C@@H]1Cc2ccccc2CN1)C(=O)NC1CCCCC1	16	-10	-4	1	10	-7	-16	-10	-9	-7	12
Cn1nnc2cc(NC(=O)Nc3cccc(C(F)(F)F)c3)ccc21	-15	-11	0	-12	10	-4	-9	6	-22	-10	-1
Cc1ccc(C)n1-c1ccc(C(=O)NCc2ccncc2)cc1	11	-2	1	8	-3	-4	3	-2	1	5	4
COc1ccc(NC(=S)N2C3CCC2CC(NC(=O)NC24CC5CC(CC(C5)C2)C4)C3)c(OC)c1 (configuration not stated)	·	1	5	-5	-4	-8	13	-4	-2	15	9
Cc1ccc2ncccc2c1N	11	4	0	18	-16	3	1	-4	-23	21	-12
Cc1ccc(-n2c(-c3ccncc3)n[nH]c2=S)cc1C	-7	-8	-1	8	8	-3	-4	6	-1	20	-27
COc1cc(NC(=O)COC(=O)c2nc3nc(C)cc(C)n3n2)cc(OC)c1	0	0	0	7	2	-6	-11	1	-1	16	-4
Cc1c(C(=O)NC(c2ccccn2)C(F)(F)F)oc2c(F)cccc12 (configuration not stated)	-3	8	-2	8	-5	-2	-3	11	-14	-12	-26
O=C(COC(=O)c1cccnc1Cl)Nc1ccc2c(c1)OCO2	12	4	-2	-3	10	-3	13	-4	-2	10	18
CC(C)Oc1cccc(C(=O)C2CCCN(S(=O)(=O)C(C)C)C2)c1 (configuration not stated)	-8	-9	-2	-6	-7	-6	3	8	5	-2	-2
COc1cc(CCC(=O)OCC(=O)Nc2ccc(Br)cc2F)cc(OC)c1OC	-9	·	2	-4	2	-3	-11	-3	20	-8	9
COc1cccc2cc(C(=O)C3=C(O)C(=O)N(Cc4ccco4)C3c3cccnc3)oc12 (configuration not stated)	-6	-1	28*	9	2	·	-1	8	-23	-3	2
O=C(c1cccc(Cl)c1)c1nn(-c2ccccc2)c(=O)cc1C(F)(F)F	-4	19	2	32	5	1	0	-9	35	-6	-3
CCn1c(-c2ccc([N+](=O)[O-])cc2)n[nH]c1=S	-7	7	-2	6	2	·	11	-4	-12	4	9
CCOC(=O)Cc1nnc(NC(=O)COc2ccc(F)cc2)s1	1	-8	4	4	2	-6	-1	-14	8	2	-32
CCOc1ccc(S(=O)(=O)N(C)CC(=O)NCc2ccco2)cc1	5	8	1	9	-11	-3	-14	17	-35	10	2
CCCCNC(=O)c1cc2c(=O)n3cccc(C)c3nc2n(Cc2ccccc2)c1=N	7	5	2	-38	-8	20	-4	-9	-4	5	-10
CCOC(=O)CCSc1nc(C)c2cc(C)c(C)cc2n1	-1	-10	-2	-18	-51	·	-8	5	-35	-86	0
COC(=O)c1cc2sccc2n1CC(=O)Nc1cc(OC)cc(OC)c1	-5	8	1	13	-6	-9	-2	13	4	27	-12
CCOC(=O)NCCc1c(C)nc2c(c(C)nn2C(C)(C)C)c1C	-7	6	1	13	17	-5	12	6	-7	14	-1
O=C(CCn1c(=S)[nH]c2cc3c(cc2c1=O)OCO3)NCc1ccccc1Cl	-1	1	3	9	1	-2	2	-14	-10	-18	2
CC(C)c1ccc(N(C(=O)c2csnn2)C(C(=O)NC(C)(C)C)c2cccnc2)cc1 (configuration not stated)	1	·	-2	2	2	-3	10	10	6	12	17
COc1ccc(CC(=O)NC(C)CCc2ccccc2)cc1OC (configuration not stated)	-7	16	-1	11	6	-3	-8	-9	-2	-10	7
CCCNC(=O)C1(C)CCCN(Cc2ccccc2C#N)C1 (configuration not stated)	-6	·	·	-2	3	-13	0	-6	-18	3	4
O=C(NCc1ccc(Cl)cc1)C1CCCN(c2ncnc3c2nc2n3CCCCC2)C1 (configuration not stated)	-4	13	0	13	6	-7	-8	-10	-8	5	-3
CC(C)(C)NC(=O)CSc1nccn1Cc1ccccc1	4	10	6	5	5	·	2	1	-18	-1	-5
CC(=O)NNC(=O)CC(=O)Nc1nc(C23CC4CC(CC(C4)C2)C3)cs1	1	-15	5	6	-14	-3	3	-2	-8	-9	-3

7 entries from above, arranged by number of heavy atoms, largest number first.
SMILES	Vif inh	MITF TRPM1 inh	NR2E3 ag-1	HIF-2a inh	Shn3 3UTR inh	CaV13 FRET inh	PDI inh	KKLEB tox	NR2E3 ag-2	Peg3 prom inh	CF NFkB inh
O=C(NCc1ccc(Cl)cc1)C1CCCN(c2ncnc3c2nc2n3CCCCC2)C1 (configuration not stated)	-4	13	0	13	6	-7	-8	-10	-8	5	-3
O=C(CCn1c(=S)[nH]c2cc3c(cc2c1=O)OCO3)NCc1ccccc1Cl	-1	1	3	9	1	-2	2	-14	-10	-18	2
CC(=O)NNC(=O)CC(=O)Nc1nc(C23CC4CC(CC(C4)C2)C3)cs1	1	-15	5	6	-14	-3	3	-2	-8	-9	-3
COc1ccc(CC(=O)NC(C)CCc2ccccc2)cc1OC (configuration not stated)	-7	16	-1	11	6	-3	-8	-9	-2	-10	7
CCOC(=O)Cc1nnc(NC(=O)COc2ccc(F)cc2)s1	1	-8	4	4	2	-6	-1	-14	8	2	-32
CCCNC(=O)C1(C)CCCN(Cc2ccccc2C#N)C1 (configuration not stated)	-6	·	·	-2	3	-13	0	-6	-18	3	4
CCOC(=O)CCSc1nc(C)c2cc(C)c(C)cc2n1	-1	-10	-2	-18	-51	·	-8	5	-35	-86	0

Further structures:
SMILES	Vif inh	MITF TRPM1 inh	NR2E3 ag-1	HIF-2a inh	Shn3 3UTR inh	CaV13 FRET inh	PDI inh	KKLEB tox	NR2E3 ag-2	Peg3 prom inh	CF NFkB inh
COc1cccc(N(CC(=O)Nc2cccnc2)S(C)(=O)=O)c1	-9	-7	2	13	-9	-5	10	3	-14	13	4
COc1ccc(C/C(C)=N/NC(=S)Nc2ccc(C(C)C)cc2)cc1	6	3	4	-28	-2	-4	4	9	-33	-37	-18
CN(C)S(=O)(=O)c1ccc(NC(=O)c2ccccn2)cc1	-12	-47	-2	-203	-59	-2	2	4	-94	-176	-7
FC(F)(F)c1ccccc1NC(=S)N1CCCCCC1	5	-10	·	1	-5	-6	-4	8	-24	-11	3
CCN(CC)c1ccc(C(=O)N/N=C(\C)c2ccc(OC)c(OC)c2)cc1	1	5	0	-2	-4	-5	-8	-7	3	10	12
CCNC(=O)c1ccc(-n2nc(C(F)(F)F)c3c2CCCC3)cc1	-7	-6	-6	16	9	-4	-2	-15	-10	10	12
CCOCCCNC(=O)C1CCC(=O)N1CCc1ccccc1 (configuration not stated)	-12	-9	0	10	8	-6	2	-3	-11	14	0
Cc1ccnc2nc(C(=O)OCC(=O)N(C)C3CCCCC3)nn12	20	·	·	8	-5	-5	0	-2	-28	6	-7
Cc1ccc(Cc2c(-c3cccc(Cl)c3)nc3ccc(Br)cn23)cc1	·	·	·	-298	-54	-3	·	-10	8	-193	1
O=C(NCC1CCCO1)C(=O)NCC(c1ccco1)N1CCN(c2ccc(F)cc2)CC1 (configuration not stated)	-13	13	-2	-3	-6	-5	-10	-22	2	-3	-15
O=C(O)c1ccc(Nc2nc(-c3cc4ccccc4oc3=O)cs2)cc1O	1	6	·	-38	15	-5	7	9	-14	-6	-18
Cc1cccc(NC(=O)Cn2ccn(-c3ccc4c(c3)OCCO4)c(=O)c2=O)c1	6	-9	2	-11	6	-4	-3	-13	11	-20	20
Cc1cccc2c1-c1sc(C(=O)Nc3cccc([N+](=O)[O-])c3C)cc1CO2	1	-2	-1	-30	-12	-3	-5	2	23	-4	7
O=C(N/N=C(\c1ccccc1)c1cccnc1)c1ccc(O)cc1	?	-2	0	-4	-5	-12	9	12	3	15	-10
COc1ccc(S(=O)(=O)N(C)C[C@H]2Oc3ccc(NS(=O)(=O)c4cn(C)cn4)cc3C(=O)N([C@H](C)CO)C[C@@H]2C)cc1	-4	8	·	-1	5	-4	5	-16	-21	-7	18
CCOc1ccc(S(=O)(=O)N2CCCCC2)cc1NC(=O)Cc1cccc(C(F)(F)F)c1	-7	16	2	12	24	-2	-5	-7	-11	10	24
